# PPARg SRC1 recr: PPARgamma agonists recruiting SRC-1 coactivator, primary screen, biochemical. Peroxisome proliferator-activated receptor gamma (Homo sapiens), P37231. activation, % at 8 µM. hit rate 0.41% among 200,000. PPARgamma-SRC-1 coactivator recruitment biochemical assay. AID 631, 2007; in the data active = activation above about 19%;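 note: 0% = DMSO and 100% = reference agonist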
# STAT1 inh: STAT1 signaling inhibitors, primary screen, cell-based, HTS, luciferase reporter | inhibition, % at 5.5 µM | NIH 3T3 STAT1-luciferase reporter, IFN-gamma, luminescence | hit rate 0.35% among 200,000;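 active = inhibition above a set limit, the mean inhibition across all tested compounds plus 3 SD, cut at about 34% in these data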;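 note: 0% = IFN-gamma with DMSO and 100% = IFN-gamma with 300 µM nifuroxazide; values of inactives mirror those of a sister screen read the other way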
# TLR4-MyD88 BLA: inhibitors of TLR4-MyD88 association in cells, primary screen, cell-based, HeLa CL3-4, BLA complementation, FRET ratio; HeLa CL3-4 TLR4/MyD88 BLA complementation; inhibition, % at 8.4 µM; hit rate 0.18% among 200,000; in the data active = inhibition above about 25%;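 note: 0% = vehicle and 100% = reference inhibitor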
# PPARg SRC-3 ag: PPARgamma agonists recruiting SRC-3 coactivator, primary screen, biochemical | hit rate 0.26% among 200,000 | biochemical PPARgamma/SRC-3 coactivator recruitment assay | Peroxisome proliferator-activated receptor gamma (Homo sapiens), P37231 | activation, % at 8 µM; in the data active = activation above about 23%;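 note: 0% = DMSO and 100% = reference agonist; some compounds past the cut are filed as inactive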
# S1P3 antag: S1P3 receptor antagonists, primary screen, cell-based; hit rate 0.27% among 170,000; CHO S1P3 NFAT-BLA reporter, FRET fluorescence, antagonist mode; AID 485, 2006; inhibition, % at 4.98 µM; Sphingosine 1-phosphate receptor 3 (Homo sapiens), Q99500;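 active = inhibition above the plate cutoff, the mean inhibition of test wells on that plate plus 3 SD, cut at about 28% in these data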;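 note: cells challenged with S1P at its EC80 of 0.8 µM; blue over green emission ratio from cleaved BLA substrate after 4 h stimulation; 0% = S1P-stimulated wells and 100% = unstimulated DMSO-only wells; some compounds past the cut are filed as inactive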
# Target sequence (Q99500 whole entry, looked up): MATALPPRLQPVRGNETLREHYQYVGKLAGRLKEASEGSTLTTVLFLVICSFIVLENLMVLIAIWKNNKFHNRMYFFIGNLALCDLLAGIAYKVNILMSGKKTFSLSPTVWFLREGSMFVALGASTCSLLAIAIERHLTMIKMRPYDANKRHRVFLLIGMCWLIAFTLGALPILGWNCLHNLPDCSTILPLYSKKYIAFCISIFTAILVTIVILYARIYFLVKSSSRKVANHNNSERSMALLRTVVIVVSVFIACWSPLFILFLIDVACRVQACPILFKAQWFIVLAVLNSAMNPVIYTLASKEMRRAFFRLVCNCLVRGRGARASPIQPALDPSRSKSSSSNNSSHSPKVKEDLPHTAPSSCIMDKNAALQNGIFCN
# STAT3 act: IL-6 driven STAT3 reporter potentiators, primary screen, U3A cells, luciferase, luminescence, MLSCN library; IL-6 STAT3-luciferase reporter; 100% = signal with IL-6 EC80 alone; hit rate 0.91% among 190,000; activation (% of control), % at 5.6 µM;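 active = activation above the screen-wide mean of compound activation plus 3 SD, cut at about 130% in these data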;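 note: 0% = background luminescence of wells with medium and substrate only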
#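 Material: human STAT1-deficient U3A cells with stable STAT3-luciferase reporter / Probe or stimulus: IL-6 stimulus at 33 ng/mL final / Schedule: 1 h compound pre-exposure, 6 h IL-6 stimulation, 37 °C / Technique: luminescence / Read-out basis: percent of IL-6-only median luminescence / Control set: IL-6-only high control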
# ROMK mod: ROMK potassium channel modulators, primary screen, cell-based, thallium flux, MLSMR library; B-score at 10 µM; AID 1918, 2009; hit rate 2% among 130,000; ATP-sensitive inward rectifier potassium channel 1 (Homo sapiens), P48048; Tet-inducible ROMK, thallium flux fluorescence; actives lie on both sides;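 active = signal ratio slope over the read window, or its plate-corrected B-score, at least 3 SD from the plate mean, either direction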;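 note: B-score of the F/F0 ratio slope over 7 to 12 s after thallium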
# Target sequence (P48048 whole entry, looked up): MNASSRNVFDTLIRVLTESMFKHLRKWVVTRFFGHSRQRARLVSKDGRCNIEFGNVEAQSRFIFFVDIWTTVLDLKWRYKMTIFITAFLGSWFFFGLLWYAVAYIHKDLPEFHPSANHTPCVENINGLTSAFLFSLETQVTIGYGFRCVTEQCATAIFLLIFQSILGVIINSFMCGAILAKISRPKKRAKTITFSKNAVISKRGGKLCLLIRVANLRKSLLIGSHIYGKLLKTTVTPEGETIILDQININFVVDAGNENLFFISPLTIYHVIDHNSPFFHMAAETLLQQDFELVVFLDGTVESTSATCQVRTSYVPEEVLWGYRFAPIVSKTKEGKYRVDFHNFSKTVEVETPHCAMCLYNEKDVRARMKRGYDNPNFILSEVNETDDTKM
# RAM network inh: inhibitors of the yeast RAM network, primary screen, dse1pr::URA3 reporter, 5-FOA selection. S. cerevisiae dse1pr::URA3 reporter, 5-FOA growth OD615, 2 d; analog-sensitive cbk1-as2 kinase mutant strain. inhibition, % at 50 µM. hit rate 1.8% among 190,000. AID 868, 2007;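 active = inhibition above a set limit, 3 SD over mean compound inhibition, cut at about 8.4% in these data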;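 note: 0% = DMSO-only wells with no growth and 100% = 10 µM 1-NA-PP1 full growth; inhibition rescues growth on 5-FOA so higher OD means more RAM inhibition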
# PPARg SRC-2 ag: agonists of PPARg-SRC-2 recruitment, primary screen, biochemical, HTS; activation, % at 8 µM; Peroxisome proliferator-activated receptor gamma (Homo sapiens), P37231; PPARgamma LBD-SRC-2 recruitment; AID 1032, 2008; hit rate 0.34% among 200,000; in the data active = activation above about 22%;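 note: 0% = vehicle and 100% = reference agonist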
# STAT3 inh: IL-6 driven STAT3 reporter inhibitors, primary screen, U3A cells, luciferase, luminescence, MLSCN library. IL-6 STAT3-luciferase reporter; host cell line lacks STAT1. inhibition, % at 5.5 µM. hit rate 0.89% among 190,000. AID 862, 2007;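 active = inhibition above the mean inhibition across all screened compounds plus 3 SD, cut at about 44% in these data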;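 note: 0% = DMSO only wells and 100% = 100 µM nifuroxazide control wells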
# SRC2 TRFRET art: TR-FRET signal artefacts, primary screen, artefact control for PPARgamma SRC-2 agonist project, biochemical | TR-FRET artefact counter-screen; active compounds read high | TR-FRET ratio at 8 µM | hit rate 0.4% among 200,000 | AID 1049, 2008; in the data active = TR-FRET ratio above about 2000; note: inactives centre near 1500
# * hit, by the source's call; / = not tested or not shown.
SMILES,PPARg SRC1 recr,STAT1 inh,TLR4-MyD88 BLA,PPARg SRC-3 ag,S1P3 antag,STAT3 act,ROMK mod,RAM network inh,PPARg SRC-2 ag,STAT3 inh,SRC2 TRFRET art
CCN(CC)CCCNC1CCS(=O)(=O)C1 (stereo unspecified),10,4,8,1,-19,97,/,1.7,-1,6,1436
CC(C)c1ccc(C(=O)N(c2ccccn2)C(C)c2ccco2)cc1 (stereo unspecified),2,3,-4,-1,/,116,/,0.9,4,-16,1629
FC(F)(F)c1nnc2ccc(Cl)nn12,12,12,4,3,1,90,0.95,1.2,3,19,1576
Cc1ccc2cn[nH]c2c1N,4,10,-2,7,9,130,0.13,0.8,-1,-19,1585
COc1ccccc1/C=N\Nc1cn[nH]c(=O)c1Cl,-2,11,4,0,-6,93,/,2.5,6,10,1577
CCn1c(CNc2ccc(F)cc2)nnc1SCC(=O)OC1CCCCC1,-5,2,-2,-5,4,102,/,-0.9,-5,0,1530
CCCN1C(=O)C(Cc2nc3ccccc3c(=O)n2-c2ccccc2)c2cc(C)ccc21 (stereo unspecified),0,6,2,-2,4,99,-1.2,-0.3,13,-1,1645
CCCCOc1cccc(C(=O)N(Cc2cccs2)C2CCS(=O)(=O)C2)c1 (stereo unspecified),4,4,-10,12,-23,95,0.055,2.4,1,6,1537
CCC1(C)Cc2c(sc3nnn(CC(=O)Nc4ccc(C)cc4)c(=O)c23)CO1 (stereo unspecified),10,13,3,2,/,86,/,0.1,11,21,1648
O=C(CN1C(=O)NC2(CCCCC2)C1=O)N1CCN(S(=O)(=O)c2ccccc2)CC1,5,-4,-4,3,-5,107,-1.7,2.6,6,-1,1689
CCOC(=O)C1=C(c2ccccc2)NC(=O)NC1c1ccc(O)c(OCC)c1 (stereo unspecified),5,6,-1,3,-27,99,0.033,-0.1,-2,4,1387
COc1cc(/C=C(\NC(C)=O)C(=O)NC(C)(C)CC(C)(C)C)ccc1OC(C)=O,5,-1,-14,3,5,99,/,1.1,-1,0,1476
c1ccc(OCc2nn3c(Cn4cnc5ccccc54)nnc3s2)cc1,-1,13,0,-11,1,88,/,1.5,2,18,1347
COc1ccc(C(c2nnnn2Cc2ccccc2)N2CCN(C(=O)c3ccco3)CC2)cc1 (stereo unspecified),6,7,9,13,-27,104,/,2.4,1,1,1667
COc1ccc(N2C(=O)CCC2(C#N)c2ccc(OC)cc2)cc1 (stereo unspecified),0,3,20,0,/,97,/,-0.2,11,8,1459
O=C(COC(=O)c1ccco1)Nc1ccc2c(c1)OCO2,-5,1,-1,-2,-26,105,/,1.6,-2,1,1267
CC(=O)Nc1ccc(Oc2ncccn2)c(Cl)c1,4,3,6,9,/,100,-0.57,3.1,14,5,1558
Cc1cc(N/N=C/c2ccccc2Br)nc2ccccc12,-1,-2,-18,-3,-4,95,0.37,-0.8,5,8,1727
Cc1ccc(C(=O)CN(Cc2ccccc2)C2=NCCS2)cc1,-3,-2,14,6,21,104,/,1.6,-5,-5,1584
CCC1CCCCN1C(=O)Cn1c(=O)oc2ccccc21 (stereo unspecified),1,0,7,14,/,105,/,1.2,6,-2,1447
CCOC(=O)N1CCC(NC(=O)Cn2ncc3c4ccccc4n(C)c3c2=O)CC1,1,-4,4,3,-17,107,/,1.5,-3,-8,1473
COc1ccc(/C=N/NC(=S)NC2CCS(=O)(=O)C2)cc1OC (stereo unspecified),0,-6,-7,4,/,103,0.75,0.9,6,4,1525
COC(=O)c1c(NC(=O)CCc2ccc(C)o2)sc(C)c1C,-2,-7,-9,-6,-24,108,/,-0.4,-2,-7,1313
CC1CCCN(C(=O)Cc2cn(Cc3cccc(Cl)c3)c3ccccc23)C1 (stereo unspecified),-4,-1,-8,-3,4,104,/,6.0,4,-5,1434
CCCC(=O)C1=C(O)C(C(=O)OC)C(C)(C)CC1=Nc1ccc(C)cc1 (stereo unspecified),-4,16,-3,5,-9,102,0.38,1.4,-5,2,1276
CCOCC(=O)N1CCc2ccccc21,-1,-1,-3,-5,-17,151*,/,2.5,4,-60,1430
COC(=O)c1ccccc1NC(=O)C1CC(=O)N(c2ccc(OC)cc2)C1 (stereo unspecified),-1,2,5,3,1,84,0.4,-1.0,7,27,1492
COc1ccc(NC(=O)c2c(C)nn(Cc3ccccc3)c2Cl)cc1S(=O)(=O)N1CCOCC1,6,24,-7,2,-3,84,0.55,0.4,4,20,1435
O=C(/C=C/c1ccc(Cl)cc1Cl)n1cccn1,5,20,3,-8,/,102,/,-1.3,-3,2,1684
CCOC(=O)CSc1c(-c2ccc(Cl)cc2)[nH]c2ccccc12,14,12,-23,12,6,119,/,1.0,15,-22,1904
CN(C)Cc1ccc(O)c(CCc2ccccc2)n1,1,-2,2,-14,-13,105,/,0.0,14,-4,1424
Cc1cc(N2CCN(c3cccc(C)c3C)CC2)nc(-c2ccccc2)n1,2,-3,-3,13,/,99,0.24,-2.6,12,4,1609
CCCN(CCC)CCNC(=O)CS(=O)Cc1nc(-c2ccc(C)cc2)oc1C (stereo unspecified),8,3,-2,6,7,102,-1.8,1.4,14,1,1605
c1ccc(CSc2ccc(-c3ccc4c(c3)OCO4)nn2)cc1,8,-18,-7,2,-4,83,/,4.5,7,16,1672
CCCNC(=O)N1CCC(C(=O)c2cccc(F)c2)CC1,5,3,4,3,/,100,/,1.7,-2,4,1608
CCc1ccc(CN(C(=O)c2cc3ccccc3oc2=O)C2CCS(=O)(=O)C2)cc1 (stereo unspecified),2,-32,7,6,/,118,/,1.1,-2,-18,1521
Cc1ccc(/C=C/C(=O)N2CCC(Cc3ccccc3)CC2)cc1,0,7,-8,-4,-3,102,0.0009,3.9,3,-5,1667
Cc1cc(NC(=O)Cn2ccc([N+](=O)[O-])n2)no1,5,-2,0,5,-29,97,0.41,3.0,7,12,1713
Cc1ccc(-n2c(SCC(=O)NCCN3C(=O)CSC3=O)nnc2-c2ccccc2)cc1C,-1,0,-10,6,-24,101,/,-0.2,4,-2,1549
COC(=O)c1ccc(CSc2nc3cc(Cl)ccc3o2)cc1,-3,-5,-10,2,/,103,/,2.6,-3,-2,1470
CC(=O)NS(=O)(=O)c1ccc(NC(=O)c2ccc(-n3nc(C)cc3C)cc2)cc1,10,1,-7,-3,9,97,0.76,1.0,-4,10,1801
CCOC(=O)N1CCN(C(=O)Nc2ccccc2Cl)CC1,0,15,-1,-1,-21,97,-0.3,2.7,5,6,1548
CCOC(=O)CC1=C(C#N)C(c2cccnc2)C(C(=O)OCC)=C(N)O1 (stereo unspecified),2,3,-7,-2,/,103,/,-0.4,4,3,1615
CCCCNC(=S)N1CCN(C)CC1,4,1,-6,-4,-9,94,0.22,2.5,2,12,1455
O=C(O)c1cccc(NC(=S)N/N=C/c2cccc(O)c2)c1,-3,43*,-1,1,-16,51,0.41,1.0,-6,60*,1558
COc1cc(NC(=O)c2cc3c(C)nc4ccccc4c3o2)cc(OC)c1OC,10,2,-2,-4,5,85,/,0.9,11,24,1851
CCOc1ccc(N2C(=O)c3cccnc3C2Nc2ccc(F)cc2)cc1 (stereo unspecified),2,-5,0,3,-12,96,/,2.0,-1,5,1354
CCc1c(C(=O)Nc2cc(C)ccc2OC)[nH]c(C)c1C(C)=O,6,12,-3,-3,58*,124,/,3.7,2,-21,1552
CCOC(=O)c1nc(C)n(-c2cc(Cl)cc(Cl)c2)n1,-1,2,4,5,/,81,/,1.2,6,28,1441
NS(=O)(=O)c1ccc(Nc2nc(-c3ccc(O)cc3O)cs2)cc1,7,5,-23,9,/,83,0.84,2.0,6,20,1724
O=C(CSc1nnc(CNc2ccc(F)cc2)n1Cc1ccco1)NC1CC1,0,5,-2,-12,1,99,-0.19,1.9,5,6,1551
Cc1nnc(C)c2c(C)n(-c3ccccc3N)c(C)c12,9,-8,-3,2,-10,101,0.039,0.6,7,6,1698

# Filtered by structure: the compounds so far containing an aryl methoxy group.
SMILES,PPARg SRC1 recr,STAT1 inh,TLR4-MyD88 BLA,PPARg SRC-3 ag,S1P3 antag,STAT3 act,ROMK mod,RAM network inh,PPARg SRC-2 ag,STAT3 inh,SRC2 TRFRET art
COc1ccccc1/C=N\Nc1cn[nH]c(=O)c1Cl,-2,11,4,0,-6,93,/,2.5,6,10,1577
COc1cc(/C=C(\NC(C)=O)C(=O)NC(C)(C)CC(C)(C)C)ccc1OC(C)=O,5,-1,-14,3,5,99,/,1.1,-1,0,1476
COc1ccc(C(c2nnnn2Cc2ccccc2)N2CCN(C(=O)c3ccco3)CC2)cc1 (stereo unspecified),6,7,9,13,-27,104,/,2.4,1,1,1667
COc1ccc(N2C(=O)CCC2(C#N)c2ccc(OC)cc2)cc1 (stereo unspecified),0,3,20,0,/,97,/,-0.2,11,8,1459
COc1ccc(/C=N/NC(=S)NC2CCS(=O)(=O)C2)cc1OC (stereo unspecified),0,-6,-7,4,/,103,0.75,0.9,6,4,1525
COC(=O)c1ccccc1NC(=O)C1CC(=O)N(c2ccc(OC)cc2)C1 (stereo unspecified),-1,2,5,3,1,84,0.4,-1.0,7,27,1492
COc1ccc(NC(=O)c2c(C)nn(Cc3ccccc3)c2Cl)cc1S(=O)(=O)N1CCOCC1,6,24,-7,2,-3,84,0.55,0.4,4,20,1435
COc1cc(NC(=O)c2cc3c(C)nc4ccccc4c3o2)cc(OC)c1OC,10,2,-2,-4,5,85,/,0.9,11,24,1851
CCc1c(C(=O)Nc2cc(C)ccc2OC)[nH]c(C)c1C(C)=O,6,12,-3,-3,58*,124,/,3.7,2,-21,1552

# High-throughput results: PubChem BioAssay, several laboratories

# Random draw from the library; overall some 5.6% were active at least once.
